Source: PubChem BioAssay (National Center for Advancing Translational Sciences (NCATS))
AmpC inh det: blocks E. coli AmpC beta-lactamase in presence of detergent. purified AmpC, nitrocefin hydrolysis with detergent. Potency, µM (titrated, usually from 28.7 µM), for the others: at the top dose activity change, negative = inhibition. actives 0.09% (n = 71,000). AID 584; active means well fitted curve in the direction sought with a large enough effect
Target sequence (P00811 whole entry, looked up): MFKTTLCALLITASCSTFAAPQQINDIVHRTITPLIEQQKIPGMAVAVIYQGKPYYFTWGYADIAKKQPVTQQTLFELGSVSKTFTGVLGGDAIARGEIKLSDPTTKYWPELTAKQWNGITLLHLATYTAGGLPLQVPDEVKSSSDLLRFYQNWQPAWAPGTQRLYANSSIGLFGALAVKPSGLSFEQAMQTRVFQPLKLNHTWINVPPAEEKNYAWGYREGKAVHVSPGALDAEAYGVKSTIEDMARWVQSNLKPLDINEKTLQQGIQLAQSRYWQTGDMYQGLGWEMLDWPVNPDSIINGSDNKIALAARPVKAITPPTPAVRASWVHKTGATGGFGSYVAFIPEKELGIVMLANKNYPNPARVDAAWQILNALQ
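E. coli AmpC (5.3 nM) in 20 mM phosphate pH 7.0 with 0.01% Triton X-100, preincubated 15 min RT with compound; nitrocefin (2 uL of 800 uM stock) hydrolysis followed by 480 nm absorbance every 20 s over 4 min.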
Numbers without * were called inactive; [ ] = another dose, or the depositor's remark. On the % scale 0 is the no-effect control and ±100 the full control effect; potency means the concentration at half of the fitted maximal effect. A portion of the library. The share of hits here may be higher or lower than overall.

SMILES	AmpC inh det
O=c1c2ccccc2nc(-c2ccco2)n1-c1ccc(Br)cn1	12%
CCCCCCN(C(=O)CCCCCN1C(=O)NC(c2ccc3ccccc3c2)C(C(=O)OCc2ccccc2)=C1C)C(C(=O)NCCCC)c1ccc(OCC(=O)OC)c(C(=O)OC)c1 (stereo not drawn)	13%
CCCCOc1ccc(NC(=O)Cn2c(=O)ccc3c(C)cc(C)nc32)cc1	0%
Cc1c(NC(=O)NC(C)N2C(=O)C3C4C=CC(C4)C3C2=O)c(=O)n(-c2ccccc2)n1C (stereo not drawn)	-2%
N[C@H](C(=O)O)c1nn[nH]n1	-4%
CCOC(=O)c1c(-c2ccc(C)o2)csc1NC(=O)CSc1nncs1	-3%
CCCCn1c(O)c(C(CC)=Nc2ccc3c(c2)CCC3)c(=O)[nH]c1=O	-3%
Cc1cc(C(=O)NC2=NCCS2)cs1	-2%
CCC(=O)Nc1cccc(-n2nnnc2SCC(=O)NCc2ccco2)c1	10%
COc1ccc(N=C2SC(CC(=O)Nc3ccccc3)C(=O)N2CC2CCCO2)cc1 (stereo not drawn)	-2%
Cc1nc(NCc2ccccc2)c2nc(-c3ccccc3)n(C3CCN(Cc4ccccc4)C3)c2n1 (stereo not drawn)	15%
O=C(O)C1CCCCC1C(=O)NCCc1ccncc1 (stereo not drawn)	-6%
COc1ccc(CC(=O)Nc2nc(C)cs2)cc1OC	4%
CCCCc1nccn1CCn1ccnc1CCCC	-1%
Cc1ccc(NC(=O)CN2CCCCCC2)c(Br)c1	1%
Cn1c(C(=O)Nc2ccc3c(c2)OCCO3)cc2c(=O)n(C)c3ccccc3c21	13%
CSCCC(NC(=O)c1ccco1)C(=O)O (stereo not drawn)	-2%
COC(=O)[C@@H](NC(=O)NCc1cccc(OC)c1)C(C)C	10%
Cn1c(SCC(=O)Nc2ccc3c(c2)OCO3)nnc1-c1cnccn1	-4%
CC(=O)N1CCN(Cc2nc3cc(NS(C)(=O)=O)ccc3n2C)CC1	0%
COc1ccc(NC(=O)CN2CCN(c3ccc(F)cc3)CC2)cc1Cl	19%
CC1CCc2nn(CC(=O)N3CCCCCC3)cc2C1 (stereo not drawn)	6%
c1ccc(-c2csc3nnc(SCc4ccc5c(c4)OCO5)n23)cc1	12%
Cn1cc(-c2nc3cnc(OCc4ccccc4)nc3n(CCC#N)c2=O)c2ccccc21	1%
Cc1nc(N2CCOCC2)c2cc(-c3ccccc3)sc2n1	5%
CCN(CC)c1ccc(-c2nc3cnccc3n2C)cc1	11%
O=S(=O)(c1ccc(F)cc1)c1nc(-c2ccc(F)cc2)oc1NCCN1CCOCC1	-7%
Cc1ccc(S(=O)(=O)N(C)CC(=O)N2CCN(C(=O)c3ccco3)CC2)cc1	-4%
COCCn1c(=O)[nH]c2cc(C(=O)NCCN3CCN(c4ccccc4)CC3)ccc2c1=O	0%
CN(C)C(=O)c1ccc(-c2nc(-n3ccnc3)c3ccccc3n2)cc1	7%
Cc1ccc(Cl)cc1N1CCN(Cc2nnnn2Cc2ccco2)CC1	0%
O=C(CCc1nc(-c2ccccc2F)no1)NCCN1CCOCC1	0%
Cc1ccc2c(c1)N(CCC(=O)NCc1ccco1)C(=O)CO2	-3%
CC(=O)c1c(C)cc(C)c(CSc2nnc(-c3ccco3)o2)c1C	0%
C=CCc1c(C)nc(SC(C)C)[nH]c1=O	-2%
Cc1cc(C)n(Cc2ccc(C(=O)O)o2)n1	-3%
Cc1cc(C)n(Cc2ccc(C(=O)NCc3ccco3)o2)n1	9%
C[C@@]12C[C@H](O)[C@@H]3[C@H](CCC4=CC(=O)CC[C@]43C)[C@H]1CC[C@@H]2c1csc(N)n1	-2%[5.75 µM]
Cc1ccc(P(=S)(c2ccc(C)o2)N2CCOCC2)o1	-3%
COCCNc1cc(C)nc2c3c(C)cc(C)nc3nn12	-3%

Laid out differently: results already given
Compound | AmpC inh det
CCOC(=O)c1c(-c2ccc(C)o2)csc1NC(=O)CSc1nncs1 | -3%
Cc1ccc(S(=O)(=O)N(C)CC(=O)N2CCN(C(=O)c3ccco3)CC2)cc1 | -4%

(next part)
SMILES	AmpC inh det
N[C@@H](Cc1ncccn1)C(=O)O	-1%[5.75 µM]
CCc1cc(=O)oc2cc3oc(C)c(C)c3cc12	8%
O=C(CN1CCN(Cc2ccccc2)CC1)NC(=O)NCc1ccco1	-5%
CCOC(=O)CC(=O)CSc1ncc(C(=O)OCC)c(N)n1	-6%
Cn1ccnc1C(O)c1ccco1 (stereo not drawn)	-1%
Cc1ccc(N2C(=O)[C@@H]3[C@H](C2=O)C2c4ccccc4C=CN2[C@@H]3C(=O)c2ccco2)cc1 (stereo partly drawn)	7%
Nc1nc(-c2ccccc2)c(CC(=O)O)s1	-2%[5.75 µM]
COC(=O)c1ccccc1NC(=O)c1c(O)c2cccc3c2n(c1=O)CCC3	5%
Cc1cc(NC(=O)C(C)C)ncc1NC(=O)Cc1ccccc1	11%
COC(=O)c1c(NC(=O)CN2CCN(Cc3ccc4c(c3)OCO4)CC2)sc(C)c1C	-6%
COC(=O)CN1CCN(C(=O)c2ccc(F)cc2)c2ccccc2C1	11%
COc1ccccc1CC(=O)N1CCCC1	-2%
CS(=O)(=O)NCc1ccc(C(=O)NCc2ccccc2)cc1	-4%
O=C(CN1CCOCC1)OCCCc1ccccc1	-4%
CCC(CO)N=CC1=C(O)C(C(=O)c2ccccc2)CCC1=O (stereo not drawn)	6%
OC(COCc1ccc(Cl)cc1)CN1CC=C(c2ccccc2)CC1 (stereo not drawn)	13%
CCCOc1ccccc1NC(=O)c1c(-c2ccccc2)noc1C	12%
C/C(O)=C(/N=O)C(=O)Nc1ccccc1	1%
O=S(=O)(Nc1ccccc1N1CCOCC1)c1ccc(Cl)s1	-2%
Nc1c(C(=O)NCc2ccco2)nnn1-c1ccccc1	32%
CC(=O)c1ccc(OCCCC(=O)NCC(c2ccco2)N(C)C)cc1 (stereo not drawn)	-2%
CCC(C)Sc1nc2c(c(=O)[nH]c(=O)n2C)n1Cc1ccc(Cl)cc1 (stereo not drawn)	-2%
COc1ccccc1NC(=O)CN1CCN(C2c3ccccc3-c3ccccc32)CC1	-2%
COc1ccc(-c2cc(C(F)F)n3ncc(C(=O)N4CCN(C(=O)c5ccco5)CC4)c3n2)cc1	9%
CCOc1ccc(-c2cc(C(=O)N3CCC4(CC3)OCCO4)c3ccccc3n2)cc1	-5%
COc1ccc(OC)c(C(=O)CSc2nc3c(c(=O)n(C)c(=O)n3C)n2C(C)C)c1	0%
COc1ccc(N=CC2=C(O)CCCC2=O)cc1	5%
Cc1nnc(NC(=O)C2CCCO2)s1 (stereo not drawn)	-1%
COc1ccc(CCn2nnnc2C(C(C)C)N2CCC(C(N)=O)CC2)cc1OC (stereo not drawn)	-1%
Nn1c(SCc2cccc(C(F)(F)F)c2)nnc1-c1ccco1	-3%
O=C(CSc1nccn1Cc1ccccc1)Nc1nccs1	-6%
CCOc1ccccc1-n1c(CN2CCN(C(=O)c3ccco3)CC2)nc2ccccc2c1=O	-2%
COC(=O)C1(S(=O)(=O)c2cc(Br)cc3c2N(C(C)=O)CC3)CC1	12%
c1ccc2c(-n3ccnc3)nc(-c3ccoc3)nc2c1	4%
O=C(CSc1nnnn1C1CCCC1)c1ccc2c(c1)OCCO2	-2%
CCCCc1ccc(-c2nc(N)n[nH]2)cc1	10%
CCCc1c(C(=O)OCC)[nH]c2c1C(=O)CCC2	4%
CSCCC(NS(=O)(=O)c1cccs1)C(=O)NCc1cccs1 (stereo not drawn)	-5%
Cn1nnc2cc(NC(=O)N3CC4(C)CC3CC(C)(C)C4)ccc21 (stereo not drawn)	-1%
O=C(NCc1cccs1)C1CCCN(S(=O)(=O)c2cccc3cccnc23)C1 (stereo not drawn)	7%
Cc1ccc(NC(=O)CSc2nnc([C@@H]3CCCN3C(=O)OC(C)(C)C)o2)c(C)c1	-5%
COc1ccc(S(=O)(=O)N2CCC(O)(c3ccc4c(c3)OCO4)CC2)cc1	0%
CCOC(=O)c1cn(CC(=O)Nc2ccccc2C(=O)OCC)nn1	7%
O=C(O)CSc1nc2ccccc2[nH]1	-5%[5.75 µM]
CC(C)NS(=O)(=O)c1ccc(OCC(=O)NCc2ccc3c(c2)OCO3)c(Cl)c1	-3%
COc1ccc(N2CCN(C(=O)c3cn(C)c(=O)c4c3c3ccccc3n4C)CC2)cc1	11%
O=C1N(CCCCN2C(=O)C3(OCCO3)c3ccccc32)c2ccccc2C12OCCO2	5%
O=S(=O)(/C=C/c1ccccc1)n1cnc2ccccc21	10%
CCc1ccc2[nH]c(=O)c(CN(Cc3ccc4c(c3)OCO4)Cc3nnnn3C3CCCC3)cc2c1	2%
C=CCNc1nc(NCCN2CCOCC2)nc(N2CCOCC2)n1	-5%
O=C(O)CCN1/C(=C/C=Nc2ccccc2)Oc2ccccc21	-3%
CCCC(=O)Nc1ccc2c(c1)nc(CN1CCCCC1)n2C	-1%
CCOC(=O)N=S(N)(=O)c1ccccc1 (stereo not drawn)	-2%
c1csc(-c2nn3c(C4COc5ccccc5O4)nnc3s2)c1 (stereo not drawn)	-7%
CCCC(=O)NC(Nc1ccc(S(=O)(=O)Nc2ncccn2)cc1)(C(=O)OCC)C(F)(F)F (stereo not drawn)	11%
CCc1nc(N2CCCCC2C)c2oc3ccccc3c2n1 (stereo not drawn)	2%
CC1CCN(S(=O)(=O)c2ccc(NC(=O)CN3CCN(c4ccccc4)CC3)cc2)CC1	-8%
COc1cccc(-c2cc(C(=O)NCCN3CCOCC3)no2)c1	9%
COc1ccc(Br)cc1C(=O)Nc1nnn(C)n1	-3%
CCOC(=O)CSc1nc2sc(C(=O)O)c(C)c2c(=O)[nH]1	13%
(list continues)
SMILES	AmpC inh det
CCc1nc(SCC(=O)NCCc2ccccc2)n[nH]1	-4%
CC1Cc2ccccc2N1C(=O)C1CCN(S(=O)(=O)Cc2ccccc2)CC1 (stereo not drawn)	-1%
O=C(O)CC(CP(=O)(c1ccccc1)c1ccccc1)C(=O)O (stereo not drawn)	-5%
CCn1ncc2c1C(=O)NC1c3ccccc3C(=O)N21 (stereo not drawn)	-2%
c1ccc(Cn2nnc3c(NCC4CCCO4)ncnc32)cc1 (stereo not drawn)	-2%
CCc1ccccc1N(CC(=O)N1CCN(c2ccccc2)CC1)S(C)(=O)=O	6%
O=CNCC(=O)NCCc1ccc(Cl)cc1	0%
Cc1ccc(C(=O)Nc2c3c(nn2C(C)(C)C)CS(=O)(=O)C3)cc1C	-2%
CCOC(=O)c1sc(NC(=O)CNC(=O)Cn2cnc3sc(C)c(C)c3c2=O)nc1C	-7%
Oc1c(Cl)ccc(Cl)c1Cl	7%
CC(=O)c1ccc(N2C(=O)[C@@H]3C(CCC(N)=O)NC4(C(=O)Nc5c4ccc(Cl)c5C)[C@@H]3C2=O)cc1 (stereo partly drawn)	-3%
COc1cccc(Cn2c(=O)cnc3cnc(N4CCN(C)CC4)nc32)c1	1%
COc1ccc(C(=O)/C(C)=N/O)cc1OC	0%
COc1ccc(S(=O)(=O)N(CC(=O)NC2CC2)C2CCCCC2)cc1Cl	-6%
O=C(Cn1nnc(-c2cccs2)n1)N1CCc2ccccc2C1	0%
COc1ccc(NC(=O)CCS(=O)(=O)c2cccc3nonc23)c(OC)c1	3%
CCC(CC)C(=O)Nc1cccc(-c2nc3ccccc3o2)c1	-5%
CN(C)C(=O)c1ccc(-c2cncnc2Nc2ccccc2)cc1	9%
CNC[C@H](O)c1cccc(O)c1	-1%
COc1ccc(C(=O)Nc2ccccc2NC(=O)c2ccco2)cc1OC	-2%

Arranged by length of the SMILES (falling): part of the list above
SMILES	AmpC inh det
CC(=O)c1ccc(N2C(=O)[C@@H]3C(CCC(N)=O)NC4(C(=O)Nc5c4ccc(Cl)c5C)[C@@H]3C2=O)cc1 (stereo partly drawn)	-3%
CC1CCN(S(=O)(=O)c2ccc(NC(=O)CN3CCN(c4ccccc4)CC3)cc2)CC1	-8%
CCOC(=O)c1sc(NC(=O)CNC(=O)Cn2cnc3sc(C)c(C)c3c2=O)nc1C	-7%
Cc1ccc(C(=O)Nc2c3c(nn2C(C)(C)C)CS(=O)(=O)C3)cc1C	-2%
CC1Cc2ccccc2N1C(=O)C1CCN(S(=O)(=O)Cc2ccccc2)CC1 (stereo not drawn)	-1%
COc1ccc(S(=O)(=O)N(CC(=O)NC2CC2)C2CCCCC2)cc1Cl	-6%
COc1cccc(Cn2c(=O)cnc3cnc(N4CCN(C)CC4)nc32)c1	1%
COc1ccc(C(=O)Nc2ccccc2NC(=O)c2ccco2)cc1OC	-2%
O=C(O)CC(CP(=O)(c1ccccc1)c1ccccc1)C(=O)O (stereo not drawn)	-5%
CN(C)C(=O)c1ccc(-c2cncnc2Nc2ccccc2)cc1	9%
O=C(Cn1nnc(-c2cccs2)n1)N1CCc2ccccc2C1	0%
c1ccc(Cn2nnc3c(NCC4CCCO4)ncnc32)cc1 (stereo not drawn)	-2%
CCn1ncc2c1C(=O)NC1c3ccccc3C(=O)N21 (stereo not drawn)	-2%
CCc1nc(SCC(=O)NCCc2ccccc2)n[nH]1	-4%
COc1ccc(Br)cc1C(=O)Nc1nnn(C)n1	-3%
COc1ccc(C(=O)/C(C)=N/O)cc1OC	0%
O=CNCC(=O)NCCc1ccc(Cl)cc1	0%
CNC[C@H](O)c1cccc(O)c1	-1%
Oc1c(Cl)ccc(Cl)c1Cl	7%

Further results:
SMILES	AmpC inh det
CCOc1ccc(NC(=O)CN(C)CC(=O)NC2CCCc3ccccc32)cc1OCC (stereo not drawn)	-4%
CN(C)Cc1c[nH]c2nc[nH]c(=O)c12	0%[5.75 µM]
CCOc1cc(C2CC(=O)NC3=C2C(=O)C(C(=O)OC)C(C)C3)cc(Cl)c1O (stereo not drawn)	-6%
COc1ccccc1-c1nc(C#N)c(N2CCN(Cc3ccccc3)CC2)o1	1%
O=[N+]([O-])c1nccn1C[C@H](O)CN1CCCCC1	-4%[5.75 µM]
Cc1cc(NC(=O)CSc2nc3ccccc3n2CC(=O)N2CCCCC2)no1	-3%
